From PubChem BioAssay
NOD2 inhibition – NOD2 signaling inhibitors, cell-based, luminescence, uHTS, HEK293 (AID 1566) | HEK293 NOD2/NF-kB luciferase reporter, luminescence; higher % means a stronger effect | one-dose inhibition, % at 4 µM; EC50 in µM for titrated hits | hit rate 0.63% among 290,000; also: many of its hits are not listed in these tables
NOD1 NF-kB reporter – NOD1 signaling inhibitors, primary screen, cell-based, luminescence, uHTS (AID 1578) | NOD1-driven NF-kB luciferase reporter cells, luminescence; higher % means a stronger effect | one-dose inhibition, % at 4 µM; EC50 in µM for titrated hits | hit rate 1% among 290,000; in the data active = inhibition mostly above about 36%, no sharp cut-off; inactive = mostly below about 34%;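 also: HEK-293T reporter cells stimulated with the NOD1 agonist gamma-tri-DAP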
XIAP displacement – XIAP antagonists, biochemical, IAP family, fluorescence polarization (AID 1018); E3 ubiquitin-protein ligase XIAP (Homo sapiens); XIAP BIR domain, fluorescence polarization peptide displacement; higher % means a stronger effect; displacement, % at 20 µM; hits with a dose series show IC50 in µM; hit rate 0.007% among 200,000; in the data active = displacement above about 50%; also: a part of the inactive calls stands beside numbers as strong as those of hits
human PMI inhibitors – human PMI inhibitors, high substrate, primary screen, biochemical, fluorescence intensity, high mannose 6-phosphate (AID 1220) | recombinant PMI enzyme, coupled fluorescence intensity; higher % means a stronger effect | inhibition, % at 20 µM; hits with a dose series show IC50 in µM | hit rate 0.66% among 190,000
KOR beta-arrestin-1 – KOR antagonists, beta-arrestin recruitment, cell-based, luminescence, uHTS (AID 1778) | Kappa-type opioid receptor (Homo sapiens) | KOR beta-arrestin recruitment, luminescence, antagonist mode; higher % means a stronger effect | one-dose inhibition, % at 10 µM; IC50 in µM for titrated hits | hit rate 0.091% among 290,000; also: strong numbers were not always called active
LYP inhibition – inhibitors of LYP phosphatase, biochemical, fluorescence intensity, uHTS (AID 1779); Tyrosine-protein phosphatase non-receptor type 22 (Homo sapiens); recombinant LYP phosphatase, fluorescence intensity; higher % means a stronger effect; inhibition, % at 11.5 µM; hits with a dose series show IC50 in µM; hit rate 0.054% among 290,000;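 also: plate controls were vehicle with enzyme for no effect and no enzyme for full effect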
KOR beta-arrestin-2 – KOR agonists, beta-arrestin recruitment, primary screen, cell-based, luminescence, uHTS (AID 1777) | Kappa-type opioid receptor (Homo sapiens) | hit rate 0.02% among 280,000 | activation, % at 10 µM; hits with a dose series show EC50 in µM | KOR beta-arrestin recruitment, luminescence; higher % means a stronger effect; in the data active = activation above about 50%, passing the limit was not always enough; also: a part of the inactive calls stands beside numbers as strong as those of hits
TNAP activation fold – human TNAP enzyme activators, primary screen, biochemical, luminescent, no phosphate acceptor, uHTS (AID 1001). Alkaline phosphatase, tissue-nonspecific isozyme (Homo sapiens). purified TNAP, luminescent activation assay, no phosphate acceptor; higher activation fold means a stronger effect. activation fold at 20 µM, or EC50 in µM where a hit was titrated. hit rate 0.03% among 200,000; in the data active = activation fold from about 3, or a potency from the dose series; inactive = the rest, 99 in 100 with activation fold below about 1.6; also: many of its hits are not listed in these tables
PMI inhibitors – inhibitors of human PMI, primary screen, biochemical, fluorescence intensity, coupled assay (AID 1209). purified PMI enzyme, coupled fluorescence intensity; higher % means a stronger effect. hit rate 0.42% among 190,000. one-dose inhibition, % at 20 µM; IC50 in µM for titrated hits. Mannose-6-phosphate isomerase (Homo sapiens);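 also: plate controls were DMSO vehicle for no effect and wells lacking substrate for full effect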
Numbers without * were called inactive; / = not tested or not shown; [ ] = remark or other dose. Rule as the data show it, unless noted: active = inhibition above about 50%; inactive = the rest.

SMILES	NOD2 inhibition	NOD1 NF-kB reporter	XIAP displacement	human PMI inhibitors	KOR beta-arrestin-1	LYP inhibition	KOR beta-arrestin-2	TNAP activation fold	PMI inhibitors
CCCn1c2c(c(O)c(C(=O)NC)c1=O)CCCC2	16%	-20%	-7.6%	-3%	-58%	-2%	0.2%	1.1	0%
COCCNC(=O)CN1CCC(NC(=O)C(C)(C)C)CC1	6%	-13%	-0.6%	5%	2%	-1%	3.5%	1	6%
CCn1cc(C(=O)NCc2ccc(OC)cc2OC)c(=O)c2ccc(C)nc21	19%	1%	-3.6%	5%	23%	0%	-2.0%	1	12%
CSc1ncccc1C(=O)Nc1cc(C)ccn1	5%	-12%	/	/	15%	-4%	-0.6%	/	/
COc1ccc(C(=O)NNC(=O)C2CCCN(C3CC(=O)N(c4ccccc4)C3=O)C2)cc1 (stereo not given)	20%	-3%	/	/	25%	-2%	-3.4%	/	/
Cc1ccc(Cl)cc1N1CCN(C(=O)c2ccc(NC3=NC4CS(=O)(=O)CC4S3)cc2)CC1 (stereo not given)	11%	-19%	/	/	-3%	-6%	0.5%	/	/
O=C1CCCc2c1nc(-c1ccccc1F)n2O	15%	-9%	/	/	22%	-9%	3.1%	/	/
Cc1ccc(-n2c(C)c(C)c3c(NCCN(C)C)ncnc32)cc1	6%	-6%	/	/	-8%	-1%	-2.9%	/	/
O=C(Cn1cnc2ccccc2c1=O)NCCC(=O)Nc1ccc2c(c1)OCCO2	10%	9%	-5.8%	-7%	12%	-10%	-4.0%	1.1	-5%
NNC(=O)c1ccc(COc2ccc3c(c2)CCC3)o1	-49%	-31%	2.5%	-3%	4%	-5%	-4.6%	1.1	5%
CCCn1c(N)c(C(=O)CSc2ncc(C(F)(F)F)cc2Cl)c(=O)[nH]c1=O	26%	-8%	-4.8%	-8%	13%	-3%	-3.1%	1.1	-15%
CCOC(=O)CN=C/C(C(C)=O)=C(/C)O	-2%	-17%	-5.2%	-2%	-2%	-10%	-0.8%	1.1	4%
Cc1nnc(NC(=O)CCSCCC(=O)Nc2nnc(C)s2)s1	8%	-27%	-7.0%	48%	-19%[20 µM]	6%	-4.0%	1.1	5%
CC(C)(C)c1ccc(C2(C)NC(=O)N(CC(=O)NCc3cccs3)C2=O)cc1 (stereo not given)	1%	-10%	-3.0%	-2%	16%	-8%	-4.3%	1.1	-2%
Cc1cccc(C)c1OCC(=O)NC(Cc1c[nH]c2ccccc12)C(=O)O (stereo not given)	-9%	-20%	2.7%	6%	-2%	7%	3.9%	1	-16%
CCN(CC)c1ccc(/C=N/NC(=O)c2ccco2)cc1	-78%	-14%	-4.1%	0%	-98%	-4%	5.4%	1.1	-8%
CC(C)C(=O)N1CCN(c2ccc(NC(=O)c3ccco3)cc2Cl)CC1	3%	-31%	/	/	-18%	-4%	2.4%	/	/
CN(CCCNC(=O)c1ccccc1F)CCCNC(=O)c1ccccc1F	-7%	22%	/	/	-19%[20 µM]	-10%	7.0%	/	/
COc1ccc(SCCN2CCN(C)CCC2=O)cc1	-10%	-8%	/	/	27%	-6%	4.2%	/	/
COc1ccccc1NCCC(=O)OCC(=O)NC1CCCCC1	15%	-8%	-5.2%	6%	27%	-8%	-4.5%	1	6%
O=C(O)COc1ccc(-c2nnn(CC(=O)O)n2)cc1	-12%	-16%	-1.9%	2%	25%	-3%	-0.6%	1.1	6%
O=C(/C=C/c1ccc(F)cc1)Nc1ccc(S(=O)(=O)Nc2ncccn2)cc1	7%	-4%	/	/	6%	1%	-0.7%	/	/
Cc1c(Cl)cccc1NC(=O)CSc1nc2ncc(Cl)cc2[nH]1	11%	-18%	/	/	-53%	-7%	-0.4%	/	/
CC(C)CN(C(=O)CSc1nnnn1C)C1CCS(=O)(=O)C1 (stereo not given)	17%	-18%	-5.6%	-9%	20%	-6%	-3.3%	1	-14%
Cc1cc(NC(=O)c2ccc(NC(=O)C(C)C)cc2)no1	5%	-56%	-3.7%	1%	17%	-10%	1.0%	1.1	6%
Cc1ccc(NC(=O)c2ccc(CN3CCc4ccccc4C3)cc2)cc1	38%	42%	-2.4%	7%	-3%	-9%	-2.0%	1.1	4%
CCC(C)(C)NS(=O)(=O)c1cc(CN2C(=O)c3cccnc3C2=O)ccc1OC	14%	-2%	/	/	16%	-8%	-9.6%	/	/
Cc1cc(C)n(CCC(=O)N2CCc3ccccc32)n1	-5%	-28%	/	/	-28%	-11%	0.4%	/	/
O=C1Nc2cc(C(=O)N3CCc4ccccc4C3)ccc2S/C1=C\c1ccccc1	16%	-19%	-10%	3%	-14%	-6%	6.8%	1.1	10%
CCOCCn1c(N(C)Cc2ccccc2)nc2c1c(=O)[nH]c(=O)n2C	3%	-16%	-3.6%	13%	21%	-9%	0.0%	1	6%

A second format for part of the listing above.
Structure | NOD2 inhibition | NOD1 NF-kB reporter | XIAP displacement | human PMI inhibitors | KOR beta-arrestin-1 | LYP inhibition | KOR beta-arrestin-2 | TNAP activation fold | PMI inhibitors
CCC(C)(C)NS(=O)(=O)c1cc(CN2C(=O)c3cccnc3C2=O)ccc1OC | 14% | -2% | / | / | 16% | -8% | -9.6% | / | /
Cc1cc(C)n(CCC(=O)N2CCc3ccccc32)n1 | -5% | -28% | / | / | -28% | -11% | 0.4% | / | /

Four entries from above, ordered by formula weight, rising.
SMILES	NOD2 inhibition	NOD1 NF-kB reporter	XIAP displacement	human PMI inhibitors	KOR beta-arrestin-1	LYP inhibition	KOR beta-arrestin-2	TNAP activation fold	PMI inhibitors
COc1ccc(SCCN2CCN(C)CCC2=O)cc1	-10%	-8%	/	/	27%	-6%	4.2%	/	/
Cc1ccc(NC(=O)c2ccc(CN3CCc4ccccc4C3)cc2)cc1	38%	42%	-2.4%	7%	-3%	-9%	-2.0%	1.1	4%
CCOCCn1c(N(C)Cc2ccccc2)nc2c1c(=O)[nH]c(=O)n2C	3%	-16%	-3.6%	13%	21%	-9%	0.0%	1	6%
O=C1Nc2cc(C(=O)N3CCc4ccccc4C3)ccc2S/C1=C\c1ccccc1	16%	-19%	-10%	3%	-14%	-6%	6.8%	1.1	10%

Other entries:
SMILES	NOD2 inhibition	NOD1 NF-kB reporter	XIAP displacement	human PMI inhibitors	KOR beta-arrestin-1	LYP inhibition	KOR beta-arrestin-2	TNAP activation fold	PMI inhibitors
COc1ccc(NC(=O)N2CCCc3ccccc32)cc1OC	4%	-8%	/	/	-14%	-2%	-1.9%	/	/
CNC(=S)Nc1cccc(C(C)=O)c1	8%	-12%	-6.0%	0%	-19%	-11%	-5.0%	1.1	-1%
C=CCNC(=O)NC(=O)COC(=O)/C(C#N)=C/c1cc(C)n(CCC(C)C)c1C	-21%	-10%	-5.8%	11%	-19%	-4%	3.2%	1.1	20%
COc1ccccc1Nc1nc(C)nc2c1oc1ccccc12	-9%	-9%	/	/	-8%	-6%	1.4%	/	/
COCCCNC(=O)CN(CCc1ccccc1)S(=O)(=O)c1ccccc1	19%	-28%	-5.8%	-7%	-27%[20 µM]	-5%	-1.5%	1.1	-10%
Cc1ccc(-c2cc(C(F)F)n3ncc(C(=O)N4CCN5CCCC5C4)c3n2)cc1 (stereo not given)	6%	-12%	-1.4%	3%	-2%	5%	1.1%	1	4%
CCOc1ccc(C(C(=O)NC2CCCC2)N(Cc2ccccc2)C(=O)c2nsc(Cl)c2Cl)cc1 (stereo not given)	-19%	-8%	-4.2%	14%	-13%	9%	14%	1	13%
COc1ccc(O)c(/C=N/NC(=O)CCC(=O)Nc2cccc(C)c2)c1	36%	-5%	/	/	14%	-4%	-4.1%	/	/
CC1(C2(O)CC(c3ccccc3)ON2)CCCCC1 (stereo not given)	-6%	-16%	-11%	-21%	-13%	-2%	-1.0%	1.1	-8%
COc1cccc(N2CCN(C(=O)CN(c3cc(C)cc(C)c3)S(=O)(=O)c3c(C)noc3C)CC2)c1	2%	0%	/	/	-40%	-2%	1.7%	/	/
O=C(Nc1ccc(S(=O)(=O)Nc2ncccn2)cc1)c1nn(Cc2ccccc2)c(=O)c2ccccc12	7%	9%	/	/	18%	-8%	4.8%	/	/
COC(=O)c1cc(=O)nc2sc(-c3ccccc3)nn12	10%	-3%	-2.5%	-5%	-8%	-4%	0.8%	1.1	-2%
Cc1ccc(C)c(N/N=C2\CCCNC2=O)c1	-74%	-56%	-12%	-150%	12%	-1%	5.5%	0.9	-76%
COc1ccc(C(=O)N2CCN(S(=O)(=O)c3ccc(Cl)cc3)CC2)cc1OC	12%	-5%	-9.2%	-6%	-14%	2%	6.7%	1	-6%
CC(CCc1ccccc1)NC(=O)CN1CCN(Cc2ccc(Cl)cc2)C1=O (stereo not given)	15%	-25%	-0.8%	4%	8%	-5%	-2.5%	1.1	0%
O=C(CSc1nc2c(c(=O)[nH]1)CCC2)Nc1ccc(F)cc1	-5%	-25%	/	/	37%	0%	-3.1%	/	/
CCCCN(C(=O)c1ccc(OC(F)(F)F)cc1)c1c(N)n(CCC)c(=O)[nH]c1=O	21%	-11%	-0.3%	-3%	17%	-13%	-4.2%	1.1	-5%
COc1ccc(C/C(N)=N/n2cnnc2)cc1Cl	-15%	-33%	-6.5%	10%	16%	-1%	0.2%	1.1	15%
O=C1CSC(=Nc2ccc(O)cc2)N1	-19%	-11%	/	/	8%	-10%	-3.4%	/	/
O=C(COc1ccc(F)cc1)N(Cc1ccc(Cl)cc1)C1CCS(=O)(=O)C1 (stereo not given)	6%	-15%	/	/	12%	-4%	-4.5%	/	/

5 compounds from above with just NOD1 NF-kB reporter and TNAP activation fold:
Structure	NOD1 NF-kB reporter	TNAP activation fold
O=C(COc1ccc(F)cc1)N(Cc1ccc(Cl)cc1)C1CCS(=O)(=O)C1 (stereo not given)	-15%	/
O=C(CSc1nc2c(c(=O)[nH]1)CCC2)Nc1ccc(F)cc1	-25%	/
COc1ccc(C/C(N)=N/n2cnnc2)cc1Cl	-33%	1.1
CCCCN(C(=O)c1ccc(OC(F)(F)F)cc1)c1c(N)n(CCC)c(=O)[nH]c1=O	-11%	1.1
O=C1CSC(=Nc2ccc(O)cc2)N1	-11%	/

Taken from above.
`O=C(O)COc1ccc(-c2nnn(CC(=O)O)n2)cc1` – NOD2 inhibition = -12%
`COc1ccccc1Nc1nc(C)nc2c1oc1ccccc12` – KOR beta-arrestin-1 = -8%
`O=C1Nc2cc(C(=O)N3CCc4ccccc4C3)ccc2S/C1=C\c1ccccc1` – KOR beta-arrestin-1 = -14%
`Cc1ccc(-c2cc(C(F)F)n3ncc(C(=O)N4CCN5CCCC5C4)c3n2)cc1` (stereo not given) – LYP inhibition = 5%

This is a subset; the hit share may differ from the screen's.
